# Pol iota inh – blocks human DNA polymerase iota activity. Pol iota fluorescent replication assay, 10 min. Q9UNA4. Potency, µM (highest dose often 115 µM), without a hit: at the highest dose activity, negative = inhibition, most hits filed as inhibitors. 390,000 tested, 1% active; further: potency means the concentration at half of the fitted maximal effect
#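 Pol iota at 10 nM preincubated 15 min with compounds at room temperature; reaction started with fluorescent substrate, 50 nM final. Fluorescence read kinetically at 0 and 10 min; buffer-only wells as negative control.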
# APE1 inh – blocks human APE1 abasic DNA cleavage; P27695; 350,000 tested, 0.35% active; recombinant APE1, TAMRA/BHQ-2 abasic DNA cleavage fluorescence; Potency, µM (series often up to 65.8 µM), for inactives: at the highest dose activity change, negative = inhibition, hits mostly inhibitors; AID 2517;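 further: potency means the concentration at half of the fitted maximal effect; plate controls were vehicle for no effect and reference inhibitor for full effect; nearly all actives have a fitted effect of over 55% in size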
#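 Kinetic fluorescence read (525 ex/598 em nm, three reads 60 s apart) of AP-site incision; signal = third minus first read. Enzyme 0.75 nM, dual-labelled THF duplex 50 nM, compound preincubation 15 min RT.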
# POLB inh – blocks human DNA polymerase beta activity | P06746 | Pol beta primer extension/strand displacement, fluorescence kinetic | 340,000 tested, 1.3% active | Potency, µM (top dose mostly 114 µM), inactives show at the top dose activity change, negative = inhibition, usual class: inhibitors | AID 485314; further: potency means the concentration at half of the fitted maximal effect; on the % scale 0 is the no-effect control and ±100 the full control effect
#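 Pol beta (10 nM) and compounds were preincubated 15 min at room temperature, then 50 nM substrate (final) started primer extension/strand displacement. Reads were taken at 0 and 10 min; concentration-response data were fitted to a four-parameter Hill equation.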
# LDHA inh – blocks human lactate dehydrogenase A | P00338 | purified LDHA, NADH/diaphorase-resazurin fluorescence; hits give low values | activity change, % (values are at about 110 or 230 µM) | 480,000 tested, 0.15% active; in the data active means activity change below about -30%; inconclusive means mostly about -25% to -30%;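 further: plate controls were DMSO wells for no effect and wells without enzyme for full effect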
#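 Resorufin fluorescence (ex540/em590), read at 0 and 20 min after diaphorase/resazurin addition, reports the NADH left after a 5 min room-temperature reaction of 2 nM human LDH5 with 0.06 mM NADH and 0.2 mM pyruvate.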
# Glioma ERSR ind – induces the endoplasmic reticulum stress response in human glioma cells. U87-MG GRP78 promoter luciferase reporter, 16 h. 420,000 tested, 0.02% active. Potency, µM, without a hit: at the highest dose activation, most hits filed as activators. AID 602332; further: potency means the concentration at half of the fitted maximal effect; series mostly up to about 76 µM; % of control where 0% means no effect; nearly all actives have a fitted effect of over 35% in size
#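 ERSR induction read as luciferase luminescence (Bright-Glo, 10 min at room temperature) in stably transfected human U87-MG glioma cells exposed to compounds for 16 h, using GRP78 as sensor.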
# Pol kappa inh – DNA polymerase kappa (human) inhibition. 400,000 tested, 0.53% active. Potency, µM (top dose mostly 107 µM), for inactives: at the highest dose activity, negative = inhibition, actives largely listed as inhibitors. purified Pol kappa, fluorescent DNA synthesis assay, 10 min. Q9UBT6. AID 588579; further: potency means the concentration at half of the fitted maximal effect; on the % scale 0 is the no-effect control and ±100 the full control effect
# Target sequence (Q9UBT6 whole entry, looked up): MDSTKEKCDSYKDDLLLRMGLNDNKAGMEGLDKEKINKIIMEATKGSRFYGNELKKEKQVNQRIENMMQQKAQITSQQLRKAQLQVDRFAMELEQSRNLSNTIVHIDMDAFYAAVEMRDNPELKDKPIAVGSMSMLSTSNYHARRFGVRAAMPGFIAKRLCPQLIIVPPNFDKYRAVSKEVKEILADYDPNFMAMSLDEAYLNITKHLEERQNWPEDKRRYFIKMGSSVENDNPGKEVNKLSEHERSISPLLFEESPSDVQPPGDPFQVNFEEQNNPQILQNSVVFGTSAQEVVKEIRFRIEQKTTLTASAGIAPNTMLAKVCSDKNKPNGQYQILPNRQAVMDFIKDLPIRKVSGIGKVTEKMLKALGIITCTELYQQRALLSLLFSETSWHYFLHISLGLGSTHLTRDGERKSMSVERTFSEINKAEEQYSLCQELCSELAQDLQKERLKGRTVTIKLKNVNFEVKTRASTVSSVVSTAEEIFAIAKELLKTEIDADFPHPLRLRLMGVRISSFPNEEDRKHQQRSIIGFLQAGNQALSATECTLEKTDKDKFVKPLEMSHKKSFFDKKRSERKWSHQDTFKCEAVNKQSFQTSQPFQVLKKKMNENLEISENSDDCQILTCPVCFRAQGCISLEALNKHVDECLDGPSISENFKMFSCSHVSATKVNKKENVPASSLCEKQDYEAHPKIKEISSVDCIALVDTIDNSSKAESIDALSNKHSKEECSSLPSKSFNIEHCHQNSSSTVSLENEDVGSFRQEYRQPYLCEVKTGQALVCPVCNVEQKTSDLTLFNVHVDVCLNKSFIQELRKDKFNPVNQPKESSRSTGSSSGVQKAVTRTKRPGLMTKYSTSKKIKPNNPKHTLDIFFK
#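 Fluorescent qHTS in 1536-well format: enzyme (10 nM) and compound sat 15 min at room temperature before 50 nM substrate (final) was added. Signal taken at 0 and 10 min; no-enzyme buffer wells were negative controls.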
# Apoferritin bind – candidate novel general anesthetic via apoferritin binding; 350,000 tested, 0.074% active; P02791; AID 485281; apoferritin/1-aminoanthracene competitive binding, fluorescence; Potency, µM (doses to about 77.5 µM), inactives show at the top dose activity change, negative = displacement, actives largely listed as inhibitors; further: potency means the concentration at half of the fitted maximal effect; on the % scale 0 is the no-effect control and ±100 the full control effect; nearly all actives have a fitted effect of over 20% in size
# Target sequence (P02791 2-175 limits assumed): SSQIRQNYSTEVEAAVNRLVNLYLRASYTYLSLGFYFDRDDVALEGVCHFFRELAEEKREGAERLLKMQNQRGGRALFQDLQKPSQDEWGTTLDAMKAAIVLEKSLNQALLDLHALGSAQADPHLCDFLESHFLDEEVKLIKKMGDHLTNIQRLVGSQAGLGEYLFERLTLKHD
#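 10 uM apoferritin + 50% sat. 1-AMA, PBS; cpd 10 min RT; Ex380/Em535 endpoint; normalized to free probe vs complex; 4-param Hill fit; propofol titration as pos. ctrl.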
# BLM inh – Bloom syndrome helicase (human) inhibition | P54132 | recombinant BLM DNA unwinding, fluorescence dequenching | Potency, µM (doses to about 56.1 µM), for the others: at the top dose activity change, negative = inhibition, most hits filed as inhibitors | 350,000 tested, 0.2% active;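 further: potency means the concentration at half of the fitted maximal effect; plate controls were vehicle for no effect and no enzyme for full effect; nearly all actives have a fitted effect of over 35% in size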
# POLH inh – DNA polymerase eta (human) inhibition | recombinant Pol eta, fluorescent DNA replication assay | Potency, µM (series often up to 114 µM), for the others: at the highest dose activity change, negative = inhibition, most hits filed as inhibitors | 390,000 tested, 1.2% active | Q9Y253; further: potency means the concentration at half of the fitted maximal effect; on the % scale 0 is the no-effect control and ±100 the full control effect
#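 Pol eta (10 nM) was preincubated with compounds for 15 min at room temperature, after which fluorescent replication substrate (50 nM final) was added to start the reaction. Fluorescence was read kinetically at 0 and 10 min.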
# * marks the source's active call; other numbers are inactive results; u = inconclusive; x = not tested or not shown; & = joins results of further samples; [ ] = remark or other dose. Unless noted, the call rests on the fitted dose curve; in most records, active means well fitted curve in the direction sought with a large enough effect; inconclusive means small, poorly fitted or top-dose-only effect, or another doubt; inactive means no such curve, though single readings can be large; an effect the other way counts as inactive or inconclusive.
SMILES,Pol iota inh,APE1 inh,POLB inh,LDHA inh,Glioma ERSR ind,Pol kappa inh,Apoferritin bind,BLM inh,POLH inh
O=C(CSc1ncc(-c2ccccc2)[nH]1)Nc1ccc(Cl)cc1,-8.7%,x,-0.4%,3.4,3.7%,12.3%,u,-6.0%,-21.8%
O=c1cc(-c2ccc(F)cc2)nc(SCc2nc(-c3ccc(Cl)cc3)no2)[nH]1,-24.7%,x,6.0%,-13.7,-2.9%,-4.7%[60.1 µM],-0.2%,-10.0%,5.1%
Cc1cc(NC2CCCCC2)nc(N2CCOCC2)n1,17.9%,1.6%,13.8%,-4.7,-5.5%,-0.2%,-15.4%,-2.7%,-7.6%
O=C(Cn1c(=O)n(Cc2nc(-c3ccccc3)no2)c(=O)c2ccccc21)Nc1cccc(C(F)(F)F)c1,38.3%[activator],x,-4.5%,-0.9,-5.5%,4.5%,-5.0%,-6.5%,-21.2%
COc1cc(OC)c(NS(=O)(=O)c2cc(C(=O)OC(C)C(=O)NC3CC3)c(Cl)cc2Cl)cc1Cl (stereo unspecified),1.2%,-4.4%,3.7%,-0.2,0.3%,3.5%,-18.9%,0.4%,-17.2%
Cc1ccc(C)c(Cn2nnc3c(=O)[nH]c(C4CCCN(C(=O)c5cccs5)C4)nc32)c1 (stereo unspecified),-18.9%,-3.6%,25.8%,-3.5,-1.0%,-3.3%,-16.3%,-3.2%,-3.8%
O=C(Nc1ccc2[nH]ccc2c1)c1cccs1,-9.9%,-3.1%,-9.3%,0.4,-1.7%,12.0%,3.6%,-3.1%,-1.8%
CCOc1cccc(C(=O)N(Cc2ccc(C(C)C)cc2)C2CCS(=O)(=O)C2)c1 (stereo unspecified),12.0%,x,3.3%,4.8,-3.4%,-5.0%,-11.8%,-2.9%,-5.5%
Cc1nc(C(=O)NNC(=O)c2ccc(C(F)(F)F)cc2)cs1,171.6%[activator],-0.7%,1.3%,1.4,-3.1%,-10.9%,-3.9%,-3.9%,-14.1%
COC(=O)c1cccc(NC(=O)c2ccc3c(c2)C(=O)N(CC2CCCO2)C3=O)c1 (stereo unspecified),-0.8%,9.4%,1.9%,-8.9,-3.5%,-10.5%,u,-3.1%,-19.3%
Cc1ccc([N+](=O)[O-])cc1S(=O)(=O)Nc1ccc(C(=O)N(C)C)cc1,11.8%,u,-3.5%,3.3,-3.1%,0.7%,0.1%,0.7%,-14.3%
CCC(C(=O)Nc1ccccc1-c1ccccc1)c1ccccc1 (stereo unspecified),-5.6%,-4.9%,0.5%,2.2,-1.7%,0.1%,u,-5.9%,-0.1%
COc1cccc(NC(=O)C2C3C=CC(O3)C2C(=O)O)c1 (stereo unspecified),49.8%[activator],5.6%,-8.7%,0.8,-1.7%,-22.1%,-5.8%,-3.7%,-5.9%
COc1ccc([C@H]2CC(=O)C=C(c3cc(Cl)ccc3OC)C2)cc1,6.4%,17.9%,x,-2.9,-2.7%,-1.8%,x,x,-18.0%
Cc1cc(C)cc(NC(=O)CN2CCC(NC(=O)c3cccc(F)c3)CC2)c1,130.8%[activator],-13.2%,8.5%,1.4,-4.0%,-2.6%,-0.5%,-3.4%,-12.0%
COc1ccc2c(c1)cc(CNc1ccc(OC)c(OC)c1)c(=O)n2CC(=O)Nc1ccc(F)cc1,5.2%,x,u,19.5,-3.7%,-10.2%,-22.3%,-14.4%,-29.6%
C=CCN1C(=O)c2ccccc2Sc2ccc(C(=O)NCCC)cc21,-27.9%,6.1%,92.2%,-1.8,-3.5%,-13.5%,2.8%,-4.8%,-3.8%
CN=C(N)NCCC[C@H](N)C(=O)O,-7.2%,30.0%&-2.4%&0.4%,x,-3.3,-4.0%&-1.7%&-3.9%,-11.3%[60.1 µM],x,-0.7%,-4.9%
COc1ccc(NC(=O)c2cc(=O)c3ccc(C)c(C)c3o2)cc1Cl,12.2%,x,1.6%,0.3,2.2%,-20.6%,-6.3%,-0.1%,-19.5%
CC(=O)N1CCC2(CC1)CN(C(c1ccccc1)c1ccccc1)C2,x,-0.1%,x,x,-1.3%,-2.3%[60.1 µM],x,3.0%,x

# 2 entries from above, with values under each structure:
# Values run as follows: Pol iota inh	APE1 inh	POLB inh	LDHA inh	Glioma ERSR ind	Pol kappa inh	Apoferritin bind	BLM inh	POLH inh
- CCC(C(=O)Nc1ccccc1-c1ccccc1)c1ccccc1 (stereo unspecified)
  -5.6%	-4.9%	0.5%	2.2	-1.7%	0.1%	u	-5.9%	-0.1%
- COc1cccc(NC(=O)C2C3C=CC(O3)C2C(=O)O)c1 (stereo unspecified)
  49.8%[activator]	5.6%	-8.7%	0.8	-1.7%	-22.1%	-5.8%	-3.7%	-5.9%

# Later entries:
SMILES,Pol iota inh,APE1 inh,POLB inh,LDHA inh,Glioma ERSR ind,Pol kappa inh,Apoferritin bind,BLM inh,POLH inh
COCCn1c(-c2ccccc2)cnc1SCC(=O)Nc1cccc2ccccc12,13.7%,2.3%,15.5%,5.0,-0.1%,-15.0%,7.4%,3.5%,-16.5%
Cc1cc(CN2CCCCC2)oc1C(=O)O,-5.5%,12.1%,6.4%,-5.1,1.8%,-4.9%,-0.3%,-2.1%,-9.7%
Cc1ccc(Cl)cc1N1CCN(C(=O)c2ccc3c(Cl)c4c(nc3c2)CCCC4)CC1,18.5%,x,34.3%,-13.4,-3.1%,-2.8%,-5.1%,-4.7%,-16.3%
Cc1noc(C)c1COC(=O)c1ccc2ccccc2n1,-2.5%,6.0%,0.7%,-9.4,-2.3%,3.6%,-15.7%,-1.4%,1.6%
Cc1cccc(CC(=O)Nc2c3c(nn2-c2cccc(Cl)c2)CS(=O)C3)c1 (stereo unspecified),-3.8%[58.9 µM],-2.3%,23.3%,-1.2,-3.1%,-10.6%,-8.0%,-7.6%,2.4%
Cc1cccc(NC(=O)c2csnn2)n1,21.2%,-1.9%,1.3%,-0.4,-2.9%,2.8%,-16.6%,-2.0%,-23.1%
Cc1ccc2nc(NC(=O)CSc3ncnc4c3oc3ccccc34)sc2c1,-8.3%,-2.0%,-0.1%,-4.3,-3.7%,-8.7%,35.9%[activator],1.2%,3.2%
COc1c(OC(C)=O)ccc(/C=C/c2ccc3cccc(OC)c3n2)c1[N+](=O)[O-],u,-0.6%,u,0.8,-2.8%,-19.0%,-17.8%,-9.9%,0.4%
COc1cc(C2C(C(=O)N3CCOCC3)=C(C)NC3=C2C(=O)CCC3)ccc1OC(C)=O (stereo unspecified),33.5%[activator],-3.4%,-2.8%,5.7,-2.1%,-3.5%[60.1 µM],33.8%[activator],-1.6%,-2.0%
Cn1c(=NC(=O)CN2C(=O)C3CC=CCC3C2=O)sc2ccccc21 (stereo unspecified),u,0.5%,2.7%,0.2&0.4,0.9%&1.4%,-5.1%&-9.5%,u,-2.1%,-6.9%&-12.8%
CCc1cccc2sc(N3CCN(C(=O)c4ccc([N+](=O)[O-])o4)CC3)nc12,12.1%,-12.4%,x,-3.0,u,-3.2%,x,x,-13.7%
O=C1OCCN1CC(=O)N1CCc2c([nH]c3ccccc23)C1c1ccccn1 (stereo unspecified),9.5%,0.4%,0.3%,2.6,-0.9%,9.6%,-3.9%,-2.7%,-8.7%
CCOc1ccc(C(C)=O)cc1CN1C(=O)C(=O)N(CC)C1=O,34.8%[activator],17.0%,16.6%,-3.0,-8.2%,3.1%,-9.2%,-8.2%,-10.5%
Cc1sc2ncnc(N3CCC(C(=O)N4CC(C)SC4=Nc4ccc(Cl)cc4)CC3)c2c1C (stereo unspecified),-8.8%,x,x,-0.5,-3.3%,10.5%,x,x,-10.4%
O=C(NC(=S)Nn1cnnc1)c1ccccc1Br,31.4%,-3.7%,2.5%,-1.5,-5.0%,2.1%,7.9%,-0.2%,-13.3%
COc1ccc(CN2CCN(C(=O)c3cccs3)CC2)cc1,11.2%,-4.4%,28.0%,-19.6,-1.7%,-17.0%,-9.5%,-0.7%,-19.1%
Cc1cc(C)c(C(N)=O)c(SCC(=O)c2cc(C)c(C)cc2C)n1,13.3%,-0.8%,1.2%,-12.7,4.2%,-4.4%,-15.8%,-0.6%,-6.9%
Cc1ccc2c(C(=O)CNC3=NCCS3)c(C)[nH]c2c1,-9.7%,x,x,0.6,-3.6%,-0.7%,x,x,x
O=C(CSc1nc(-c2ccccc2)cs1)NCCN1C(=O)CSC1=O,89.9%[activator],4.9%,16.4%,-8.5,1.2%,-18.1%,-5.7%,-1.2%,-1.8%
COC(=O)C(C)Sc1nnc(Cc2cc(=O)[nH]c(=O)[nH]2)n1-c1cc(C)ccc1C (stereo unspecified),15.8%,-3.4%,-0.2%,1.3,-4.2%,-1.1%,-8.8%,-2.8%,-13.1%
COc1ccc(C(=O)Nc2nc3ccccc3[nH]2)cc1OC,35.4%[activator],-3.3%,24.9%,0.5,-1.7%,-11.8%,0.8%,-8.2%,-10.5%
Cc1cc2nc(C)n(CCCNC(=O)Nc3ccccc3)c2cc1C,-0.7%,-6.7%,2.3%,-8.3,-0.4%,-6.7%,-12.0%,0.8%,-8.2%
O=C(OCCCOC(=O)c1cc[n+]([O-])cc1)c1cc[n+]([O-])cc1,-11.2%,11.7%,21.0%,0.1,-2.6%,-11.7%,-5.9%,-3.6%,-2.2%
N#Cc1ccc(S(=O)(=O)N2CCN(CC(=O)NCC3(N4CCOCC4)CCCCC3)CC2)cc1,2.6%,3.5%,x,0.1,1.4%,-3.2%,x,x,2.9%
CN(Cc1ccccc1F)C(=O)COc1ccc(C(=O)c2ccccc2)cc1,9.3%,-9.0%,1.8%,-2.0,-1.9%,-5.6%,-5.4%,-12.0%,-7.3%
O=C(Nc1cccc(Cl)c1)OCc1cn(-c2ccccc2)nn1,1.0%,-2.7%,6.4%,-11.5,7.9%,-10.6%,243.0%[activator],-3.5%,0.6%
O=C(CN1CCN(C(=O)CNC(=O)c2ccc3c(c2)OCO3)CC1)Nc1ccc(F)cc1,6.2%,25.2%,x,0.5,-2.8%,21.6%,x,x,-17.6%
O=C(Nc1ccc2c(c1)OCCO2)c1cccnc1Oc1ccc(Cl)cc1,-1.6%[58.9 µM],-4.9%,u,-2.3,-2.1%,-12.0%,1.4%,-7.9%,-15.0%

# A portion of the library (hit frequency here may not be typical).
